Screening results from PubChem.
CatB inh: human cathepsin B inhibitors, primary screen, biochemical, fluorogenic substrate; P07858; purified cathepsin B, fluorescence; inhibition, %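 (tested at 10 µM)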; 63,000 compounds, 0.1% hits; AID 453, 2006; in the data active = inhibition above about 21%;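 also: 0% = enzyme with no compound and 100% = no enzyme blank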
AP ELISA ortho: alternative complement pathway inhibitors, primary screen, biochemical, ELISA, human serum, orthogonally pooled compounds; LPS-coated ELISA, C3 deposition; tested in compound mixtures; inhibition, % at 5 µM; 62,000 compounds, 0.08% hits; AID 1235, 2008;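 active = inhibition above 30% in each of the two pooled mixtures holding the compound, so the lower value exceeds 30%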;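 also: 0% = serum in Mg-EGTA without compound and 100% = EDTA serum blank; some compounds past the cut are filed as inactive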
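Test system: human serum complement alternative pathway, C3 deposition onto LPS / Medium: Mg2+-EGTA GVB++ buffer containing human serum at 1:15 dilution / Probe or stimulus: Plate-bound LPS / Times: 1 h at 37 °C / Signal: ELISA with HRP anti-human C3 antibody, TMB substrate, absorbance 450 nm / Measure: percent inhibition / Repeats: two pool placements per compound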
FXIa inh mix: FXIa protease inhibitors in compound pools, primary screen, biochemical, 10-compound mixtures; Coagulation factor XI (Homo sapiens), P03951; purified FXIa, fluorogenic substrate, pooled mixtures; inhibition, % at 5 µM; 62,000 compounds, 0.19% hits; AID 680, 2007;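 also: each value is inhibition by a whole ten-compound pool holding the compound; 0% = enzyme with no mixture and 100% = wells lacking enzyme; strong numbers were not always called active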
Target sequence (P03951 19-387 limits assumed): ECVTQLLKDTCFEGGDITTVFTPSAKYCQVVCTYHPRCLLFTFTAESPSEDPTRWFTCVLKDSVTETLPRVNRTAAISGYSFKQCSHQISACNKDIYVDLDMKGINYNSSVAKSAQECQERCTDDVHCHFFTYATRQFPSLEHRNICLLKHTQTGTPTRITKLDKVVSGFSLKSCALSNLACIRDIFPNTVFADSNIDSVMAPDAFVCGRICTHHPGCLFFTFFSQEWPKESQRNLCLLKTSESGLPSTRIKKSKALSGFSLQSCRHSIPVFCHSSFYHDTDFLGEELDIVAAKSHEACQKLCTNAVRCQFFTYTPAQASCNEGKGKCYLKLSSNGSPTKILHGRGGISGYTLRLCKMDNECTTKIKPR
Target sequence (P03951 388-625 limits assumed): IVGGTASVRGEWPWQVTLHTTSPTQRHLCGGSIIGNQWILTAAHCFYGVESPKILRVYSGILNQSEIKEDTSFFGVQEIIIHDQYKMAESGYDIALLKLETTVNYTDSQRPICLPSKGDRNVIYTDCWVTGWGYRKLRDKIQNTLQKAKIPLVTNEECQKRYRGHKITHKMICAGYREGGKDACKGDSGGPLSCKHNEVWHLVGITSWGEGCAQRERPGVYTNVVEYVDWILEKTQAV
C1s block: complement C1s protease inhibitors, primary screen, biochemical, 10-compound mixtures | purified C1s, fluorogenic AMC substrate, pooled mixtures | AID 538, 2006 | Complement C1s subcomponent (Homo sapiens), P09871 | mean inhibition % of two 10-compound mixtures (active compounds read high), % at 5 µM (by protocol) | 62,000 compounds, 0.16% hits;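 active = inhibition above 20% in each of the two 10-compound mixture wells holding the compound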;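 also: 0% = enzyme wells lacking compound mixture and 100% = no-enzyme blank wells; some compounds called inactive have numbers as strong as hits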
CatB mixtures: cathepsin B inhibitors from pooled compounds, primary screen, biochemical, compound mixtures, AMC fluorescence; P07858; Purified cathepsin B, AMC dipeptide fluorescence; inhibition, %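 (ten-compound pools at 5 µM per compound and 50 µM total)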; 62,000 compounds, 0.06% hits; AID 488, 2006; in the data active = inhibition above about 22%, passing the limit was not always enough;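 also: 0% = enzyme without compound and 100% = no enzyme blank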
FXIIa inh mix: human factor XIIa inhibitors, primary screen, biochemical, pooled compound mixtures, fluorogenic substrate | 62,000 compounds, 0.2% hits | inhibition, % at 5 µM | purified FXIIa | Coagulation factor XII (Homo sapiens), P00748;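 also: 0% = enzyme without compound and 100% = no enzyme blank; some results filed as inactive read as strong as hits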
CatS block: inhibitors of human cathepsin S, biochemical, compound mixtures. inhibition, %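 (tested at 5 µM per compound within 10-compound mixtures)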. recombinant cathepsin S, AMC dipeptide fluorescence, pooled mixtures. P25774. 62,000 compounds, 0.06% hits; in the data active = inhibition above about 32%, passing the limit was not always enough;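 also: 0% = enzyme without compound and 100% = blank without enzyme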
Target sequence (P25774 115-331 limits assumed): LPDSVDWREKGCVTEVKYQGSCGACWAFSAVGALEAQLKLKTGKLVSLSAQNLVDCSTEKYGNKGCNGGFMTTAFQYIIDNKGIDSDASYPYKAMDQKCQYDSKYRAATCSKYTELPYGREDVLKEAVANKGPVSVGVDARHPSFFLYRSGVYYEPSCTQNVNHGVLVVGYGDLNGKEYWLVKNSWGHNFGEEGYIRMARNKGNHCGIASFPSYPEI
CatL block: inhibitors of human cathepsin L, biochemical; 58,000 compounds, 0.17% hits; inhibition, %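 (tested at 10 µM)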; Procathepsin L (Homo sapiens), P07711; purified cathepsin L, fluorogenic substrate, fluorescence; in the data active = inhibition above about 45%;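 also: 0% = enzyme with no compound and 100% = no enzyme blank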
CatG inh: human cathepsin G inhibitors, primary screen, biochemical, pooled compound mixtures, AMC fluorescence. inhibition, % at 5 µM (by protocol). purified enzyme, AMC-tetrapeptide fluorescence. 62,000 compounds, 0.2% hits. AID 581, 2007;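 active = inhibition above 20% in each of the two mixture wells holding the compound; inactive = inhibition of 20% or less in either well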;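 also: 0% = enzyme control without mixture and 100% = blank lacking enzyme; strong numbers were not always called active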
Target sequence (P08311 21-244 limits assumed): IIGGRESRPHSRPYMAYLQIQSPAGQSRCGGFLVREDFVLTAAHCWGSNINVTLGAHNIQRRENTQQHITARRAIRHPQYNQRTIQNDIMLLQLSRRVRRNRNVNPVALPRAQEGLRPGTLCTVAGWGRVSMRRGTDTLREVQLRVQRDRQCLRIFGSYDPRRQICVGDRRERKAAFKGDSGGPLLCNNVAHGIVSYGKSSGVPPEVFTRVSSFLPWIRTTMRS
The depositor's hits bear a star; / = no result given. Rule as the data show it, unless noted: active = inhibition above about 20% (passing the limit was not always enough); inactive = the rest.

SMILES	CatB inh	AP ELISA ortho	FXIa inh mix	C1s block	CatB mixtures	FXIIa inh mix	CatS block	CatL block	CatG inh
COc1ccc(CC(=O)N2CC(=O)N(CCc3ccccc3)C(=O)C2)cc1	-1	6	7	-6	1	2	13	3	-1
CC(C)Oc1ccc(CNC2CCOC(C)(C)C2)cc1 (centres undefined)	0	-3	6	5	5	2	11	16	7
Cc1ccc(S(=O)(=O)c2nc(-c3ccc(F)cc3)oc2SCC(=O)NCC2CCCO2)cc1 (centres undefined)	4	15	1	1	0	7	9	17	0
CC(C)C(=O)Nc1ccc(Nc2ccccc2)cc1	4	11	-1	-20	4	5	2	8	11
Cc1cc(C(=O)COc2cccc3cccnc23)c(C)n1C	4	-3	6	-8	7	-13	42	0	-8
COCCCNC(=O)CN(c1ccc(OC)cc1)S(=O)(=O)c1ccc(NC(C)=O)cc1	5	2	10	16	-2	12	-5	/	7
CCC(C)[C@H](NC(=O)NCc1cccs1)C(=O)OC (some centres undefined)	-1	11	27	4	-4	-6	12	-5	32
Cc1sc2nc(CN3CCN(S(=O)(=O)c4cccc5nonc45)CC3)[nH]c(=O)c2c1C	-3	3	-4	-41	3	1	-4	8	0
CC(=O)Nc1cc(C(F)(F)F)ccc1N1CCOCC1	5	7	9	15	3	-1	0	2	8
COc1cc(OC)c(C2C(C(=O)N3CCOCC3)=C(C)NC3=C2C(=O)CC(C)(C)C3)cc1OC (centres undefined)	-6	11	4	0	3	2	4	12	-1
Cc1[nH]n(-c2ccccc2)c(=O)c1/C=N/c1ccccn1	1	19	9	17	5	-21	1	3	12
O=C(Nc1cnccn1)c1ccncc1	-1	0	5	-4	1	2	0	1	-2
COc1cccc(C2(O)CCN(C(=O)c3cccs3)CC2)c1	1	27	5	1	-1	-9	11	11	-1
c1cnc(N2CC[N+]3(CCCC3)CC2)nc1	8	-1	-2	8	0	6	-1	10	5
c1coc(CNc2c3c(nc4ncnn24)CCCC3)c1	8	3	2	3	4	13	14	14	2
COc1ccc(C(C)(C)C)cc1NC(=O)COC(=O)c1cnc(C)cn1	5	26	-2	9	4	8	8	-11	20
CCC(C)Sc1nc2c(cnn2-c2ccc(C)c(C)c2)c(=O)[nH]1 (centres undefined)	-3	13	-5	-10	3	-18	1	/	6
CCC(C)(C)n1nnnc1C(c1ccc2ncccc2c1)N1CCN(Cc2ccc3c(c2)OCO3)CC1 (centres undefined)	4	-7	7	3	6	7	23	0	-1
CCOCCn1c(CN(C)Cc2ccccc2)nc2c1c(=O)n(C)c(=O)n2C	4	-1	3	-20	4	1	11	28	3
O=C(CN1C(=O)NC2(CCSC2)C1=O)N1CCN(c2ccc(F)cc2)CC1 (centres undefined)	0	0	15	-1	-2	0	-6	0	-5
Nc1nc2n(n1)C(c1cccc(Br)c1)CC(c1ccc(F)cc1)N2 (centres undefined)	2	2	2	-7	2	-2	-2	14	-6
O=C(NCCN1CCOCC1)c1cc2sccc2n1Cc1ccc(F)cc1	1	3	0	-29	-3	5	-8	/	-12
CNc1nc(OC)nc(N2CCOCC2)n1	-1	6	12	4	7	14	-1	4	-1
O=C(CSc1nnc(-c2ccccc2)n1Cc1ccccc1)N1CCCC1	1	-14	2	-18	1	-21	2	-1	-14
Cc1cc(NC(=O)c2cncc(Br)c2)n(-c2ccccn2)n1	7	17	-3	1	3	-20	-4	-4	9
CCOC(=O)CSc1nc(CC)nc2ccccc12	0	10	6	-3	8	2	22	15	4
CCOc1ncccc1C(=O)Nc1ccc2c(C)cc(=O)oc2c1	1	7	4	16	5	-2	-1	0	-2
CC(=O)c1ccc(N(C)C)c2c(N(C)C)cccc12	0	12	3	16	7	-3	-1	8	17
COc1ccccc1Nc1nc(N)nc(CN2CCCCCC2)n1	-2	19	4	-26	2	0	-9	-16	6
O=C(NCc1ccccc1)C1CCCN1S(=O)(=O)c1cccc2cccnc12 (centres undefined)	0	-10	1	-4	2	3	1	7	-12
CC1CCc2c(C(=O)Oc3cccc(-n4cnnn4)c3)csc2C1 (centres undefined)	-2	-1	0	3	-1	1	-2	9	0
COc1ccc(C2(C(=O)NCCCN3CCOCC3)CCOCC2)cc1	-5	5	1	1	3	-21	-5	-14	-1
O=C(Cc1cccs1)N1CCC(c2nc3c(nnn3Cc3ccc(F)cc3)c(=O)[nH]2)CC1	-4	-5	2	7	-5	14	7	-3	-1
O=C(CCCOc1ccc(Cl)cc1)N1CCCCCC1	5	8	6	-28	-1	2	3	13	13
C=CCc1cc(OC)ccc1OCCON1C(=O)CCC1=O	4	13	3	5	0	-7	-8	-7	4
CS(=O)(=O)c1ccc2nc(N)sc2c1	0	13	2	15	2	2	4	3	8
Cn1c(=O)c2c(nc(NCCCN3CCOCC3)n2Cc2cccc(Cl)c2)n(C)c1=O	0	11	2	-3	1	4	-1	4	-5
O=C1c2ccccc2CN1CCNS(=O)(=O)c1ccc(Cl)cc1	-4	4	-3	-69	2	8	7	4	-6
O=C(c1cc2ccccn2n1)N1CCN(Cc2ccccc2)CC1	-2	15	0	-77	-4	12	5	6	-7
COC(=O)c1cc(COC(=O)c2ccc(OC)c(S(=O)(=O)N3CCCC3)c2)oc1C	3	-8	0	11	-1	0	8	8	8
CCc1ccc(CCC(=O)Nc2nnc(CC)s2)o1	0	2	-6	-62	-4	7	-7	-8	-7
CCOc1ccc(C(=O)NCCC(=O)NCCCC(=O)O)cc1	-3	-7	-13	-32	-7	6	6	12	-8
O=C(CSc1nc2ccccc2[nH]1)NCCN1CCCCC1	1	8	5	4	1	9	-1	52*	6
CNc1ccc(C(O)(C(F)(F)F)C(F)(F)F)cc1C(O)(C(F)(F)F)C(F)(F)F	0	2	1	-4	-9	10	0	-1	8
CCCC(=O)Nc1ccccc1NC(C)=O	-3	5	6	15	2	-4	-4	5	12
CCC(=O)Nc1cc(C(F)(F)F)ccc1N1CCOCC1	-1	4	4	7	2	2	-7	-4	7
CCOc1cc(N2CCOCC2)c(OCC)cc1NS(=O)(=O)c1ccc(Cl)s1	1	18	4	12	3	0	-12	/	15
Cc1ccc(CC(=O)Nc2nncs2)cc1	5	7	15	12	-1	4	-8	/	22
O=S(=O)(Cc1nc2ccccc2s1)c1ccccc1	-4	7	5	-3	-5	9	-6	-2	-2
O=C(NCc1ccco1)c1cc2sccc2n1Cc1ccc(F)cc1	1	-2	4	-13	3	-2	12	2	12
More structures:
SMILES	CatB inh	AP ELISA ortho	FXIa inh mix	C1s block	CatB mixtures	FXIIa inh mix	CatS block	CatL block	CatG inh
Cc1ccnc(NC(=O)CCC(=O)N(CC(=O)NC(C)(C)C)C2CCCC2)c1	2	2	8	16	8	0	14	11	11
CCN(CC)S(=O)(=O)c1ccc2oc(C(=O)NCC3COc4ccccc4O3)c(C)c2c1 (centres undefined)	-2	-4	-1	-14	-3	8	0	-5	-13
O=C(c1ccccc1)N(Cc1ccc2c(c1)OCO2)Cc1nc2ccccc2c(=O)[nH]1	2	10	5	0	7	4	1	9	7
O=C1c2ccccc2C(Nc2ccc3c(c2)OCO3)N1Cc1ccco1 (centres undefined)	1	1	-4	2	0	7	10	/	18
COc1ccc(C(=O)C(c2ccccc2)N2CCOCC2)cc1 (centres undefined)	3	-4	7	9	4	3	1	8	6
N#Cc1nc(-c2ccco2)oc1NCCc1ccccc1	2	-2	1	5	2	4	14	4	2
O=C(NCc1ccccn1)c1cc(-n2cnnc2)ccc1Cl	2	10	-3	12	4	5	1	24	10
CCOC(=O)C1CCN(C(=O)CN(Cc2ccccc2)S(C)(=O)=O)CC1	2	5	-13	-55	-15	-2	-3	11	2
CCOC(=O)N1CCN(C(=O)C(NC(=O)C2CCC(C)CC2)C(C)C)CC1 (centres undefined)	2	8	2	3	3	6	-2	41	8
CCOc1ccc(Br)cc1C1NC(=O)c2c(sc3c2CCN(C)C3)N1 (centres undefined)	0	0	5	-10	-7	3	0	16	7
Cc1nn(Cc2ccccc2)c2c1C(c1ccncc1)C(C#N)=C(N)O2 (centres undefined)	3	-3	1	1	3	9	6	10	-4
COc1cc(OC)cc(-n2nnnc2SCC(=O)N2CCCc3ccccc32)c1	0	9	9	-2	-1	-21	-5	-3	5
CCOC(=O)C1=C(C)NC(=O)NC1c1c(O)ccc2ccccc12 (centres undefined)	0	5	-4	1	2	0	8	8	6
CC(=O)Nc1ccc(NC2(C)C(=O)c3ccccc3C2=O)cc1	4	10	0	-4	2	3	-4	-9	10
COc1ccc(NC(=O)N(CCO)Cc2cc3c(C)cc(C)cc3[nH]c2=O)cc1	2	8	12	1	-2	1	-2	2	3
CC1CCCCN1C(=O)CSc1nc2cc3c(cc2c(=O)n1Cc1ccc2c(c1)OCO2)OCO3 (centres undefined)	-5	6	3	5	-2	4	0	14	2
CC(=O)Nc1ccc(C2NC(=O)c3ccccc3O2)cc1 (centres undefined)	3	-1	15	-11	9	0	7	20	0
COc1ccc(C)cc1-n1nnnc1SCC(=O)NC(=O)NCc1ccco1	-5	16	5	-1	3	1	0	-1	-2
Fc1cc(F)c2nc(N3CCCCC3)sc2c1	4	19	-2	-48	1	-21	-7	12	2
Cc1noc(C)c1S(=O)(=O)Nc1ccc(C(=O)NC2CCCCC2)cc1	9	-1	4	-40	5	0	16	10	-10
O=C(COC(=O)CCc1nc2ccccc2s1)Nc1ccc(S(=O)(=O)N2CCOCC2)cc1	2	-3	-5	-27	-7	1	4	16	4
Cc1ccc2oc(=O)c3cnn(CC(=O)Nc4ccccc4N4CCN(C)CC4)c3c2c1	-1	0	0	26	-7	6	7	6	-4
CCCC(c1nnnn1Cc1cccs1)N1CCN(c2nc3ccccc3s2)CC1 (centres undefined)	-1	-4	3	0	3	10	0	/	-3
CCOC(=O)Cc1nnc2c(Nc3ccccc3F)nc3nonc3n12	2	3	-1	-15	2	5	3	12	9
C=CCn1c(NC)cc(=O)n(C)c1=O	0	6	7	12	-2	9	1	10	9
COc1cccc(NC(=O)CSc2nnnn2C(C)C)c1	2	9	5	16	7	-16	9	4	14
O=C(NCCCN1CCCC1=O)c1ccc(Cl)c(NS(=O)(=O)c2ccc(F)cc2)c1	-3	18	4	-5	-3	8	-4	-6	4
Cc1cccc(-n2ccnc2SCC(=O)Nc2ccc3c(c2)OCCO3)c1	1	17	7	14	1	3	-7	-5	8
O=C(Cc1ccccc1)Nc1ccc(N2CCOCC2)cc1N1CCOCC1	2	10	9	11	1	-18	-3	/	6
COc1ccc(C(c2sc3nc(C)nn3c2O)N2CCCCC2)cc1 (centres undefined)	-1	7	6	-38	0	1	11	0	0

Results in CatG inh, FXIa inh mix and AP ELISA ortho (3 entries from above):
Structure | CatG inh | FXIa inh mix | AP ELISA ortho
Cc1cccc(-n2ccnc2SCC(=O)Nc2ccc3c(c2)OCCO3)c1 | 8 | 7 | 17
O=C(Cc1ccccc1)Nc1ccc(N2CCOCC2)cc1N1CCOCC1 | 6 | 9 | 10
COc1ccc(C(c2sc3nc(C)nn3c2O)N2CCCCC2)cc1 (centres undefined) | 0 | 6 | 7

The list is partial; the hit share may differ from the screen's.
